DNA FID counter – fluorescent intercalator displacement, NS3 helicase counter-screen; DNA fluorescent intercalator displacement, fluorescence; inhibition, % at 7.9 µM; 0.17% of 290,000 active; AID 1845; in the data active = inhibition above about 37%;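 also: 0% = vehicle and 100% = reference compound; higher means more ethidium bromide displaced from hairpin DNA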
OXTR ag – activates the human oxytocin receptor; P30559; activation, % at 3 µM; CHO-OTR cells, Fluo-8 calcium fluorescence; normalized: DMSO 0%, oxytocin 100%; AID 2435; 0.32% of 320,000 active;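 active = activation above the mean of all tested compounds plus 3 SD, cutoff set per screening run, cut at about 20% in these data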;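 also: peak over basal fluorescence ratio from a 100 s FLIPR kinetic read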
Target sequence (P30559 whole entry, looked up): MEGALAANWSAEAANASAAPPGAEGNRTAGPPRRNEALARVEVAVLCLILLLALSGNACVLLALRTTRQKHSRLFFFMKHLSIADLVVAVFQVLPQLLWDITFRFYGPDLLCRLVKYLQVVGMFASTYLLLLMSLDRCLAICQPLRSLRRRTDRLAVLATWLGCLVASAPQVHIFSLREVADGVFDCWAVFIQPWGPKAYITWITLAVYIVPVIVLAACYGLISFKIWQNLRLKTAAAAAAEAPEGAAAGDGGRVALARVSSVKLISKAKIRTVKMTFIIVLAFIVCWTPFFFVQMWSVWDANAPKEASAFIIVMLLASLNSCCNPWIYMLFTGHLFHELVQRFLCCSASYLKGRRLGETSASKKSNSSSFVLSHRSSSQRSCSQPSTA
VIM-2 inhibitor – blocks Pseudomonas aeruginosa VIM-2 metallo-beta-lactamase; purified VIM-2, nitrocefin hydrolysis, epi-absorbance fluorescence; inhibition, % at 5.6 µM; 0.89% of 290,000 active; AID 1527;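 active = inhibition above the mean of all tested compounds plus 3 SD, cutoff set per screening run, cut at about 7.5% in these data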;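 also: red hydrolysis product quenches plate fluorescence so inhibitors raise well fluorescence; 0% = enzyme with DMSO and 100% = DMSO without enzyme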
GPR7 antagonist – blocks human GPR7 receptor signaling; inhibition, % at 4.4 µM; GPR7-expressing cells, fluorescence antagonist assay; 1.1% of 290,000 active; in the data active = inhibition above about 16%, passing the limit was not always enough;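 also: cells stimulated with the agonist NPW; 0% = agonist with vehicle and 100% = vehicle without agonist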
IMP-1 inhibitor – blocks Pseudomonas aeruginosa IMP-1 metallo-beta-lactamase | purified IMP-1, nitrocefin hydrolysis, epi-absorbance fluorescence | inhibition, % at 5.6 µM | 0.45% of 290,000 active;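 active = inhibition above the mean plus 3 SD of all compounds in the same screening run, cut at about 4.5% in these data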;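 also: 0% = IMP-1 with DMSO and 100% = DMSO wells lacking enzyme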
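System: purified IMP-1 / Input: IMP-1 dispensed at 0.2 nM / Medium: 50 mM HEPES pH 7.1, 50 µM ZnSO4, 0.05% Brij 35 / Timing: 15 min enzyme–compound preincubation, then 25 min nitrocefin reaction, 25 °C / Technique: plate fluorescence quenching by hydrolysis product, ex 480/em 530 nm / Repeats: singlicate testing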
HCV NS3 hel inh – HCV NS3 helicase inhibition. NS3 helicase DNA unwinding, Cy5 molecular beacon fluorescence. inhibition, % at 10.9 µM. 0.56% of 290,000 active;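 active = inhibition above the mean of all tested compounds plus 3 SD, set per campaign, cut at about 35% in these data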;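 also: 0% = DMSO wells and 100% = thioflavine S control wells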
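Assay system – hepatitis C virus NS3 helicase domain fragment enzyme · Buffer or medium – MOPS pH 6.5, MgCl2, DTT, Tween20, BSA · Reagent – Cy5/quencher beacon DNA duplex and ATP to start · Compound – single 10.9 µM dose · Timing – 1 h at 25 °C · Technique – Cy5 beacon fluorescence read at start and 1 h · Measure – % inhibition of unwinding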
PHOSPHO1 block – inhibitors of human PHOSPHO1 phosphatase; recombinant PHOSPHO1, absorbance phosphatase assay; Q8TCT1; inhibition, % at 13.3 µM; 1.1% of 290,000 active; in the data active = inhibition above about 60%
Target sequence (Q8TCT1 whole entry, looked up): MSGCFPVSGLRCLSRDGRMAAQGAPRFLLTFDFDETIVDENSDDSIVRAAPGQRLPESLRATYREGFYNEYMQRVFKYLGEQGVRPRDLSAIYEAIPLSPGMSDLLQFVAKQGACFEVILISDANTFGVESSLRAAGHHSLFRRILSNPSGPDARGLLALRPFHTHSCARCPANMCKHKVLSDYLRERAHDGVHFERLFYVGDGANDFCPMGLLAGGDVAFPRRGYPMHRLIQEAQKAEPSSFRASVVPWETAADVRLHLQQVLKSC
V1R ag counter – V1a receptor agonism, counter-screen for OXTR agonists | 0.25% of 320,000 active | CHO-V1R cells, Fluo-8 calcium fluorescence, agonist mode; 0% DMSO, 100% 3 nM vasopressin | AID 2797 | activation, % at 3 µM;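 active = activation above the mean activation of all tested compounds plus 3 SD, per screening run, cut at about 20% in these data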;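 also: signal is peak over basal fluorescence ratio across a 100 second FLIPR read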
GalR3 antagonist – human GalR3 antagonism; O60755; HEK293 GalR3-CNG cAMP membrane potential fluorescence; galR3 body fused to GalR1 C-terminus; inhibition, % at 3 µM; 0.44% of 360,000 active; AID 651719;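 active = inhibition above the screen-wide average plus 3 SD, cut at about 13% in these data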;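 also: forskolin and galanin both at EC90 stimulate the cells; cAMP rise reported by CNG channel membrane potential dye signal; 0% = forskolin plus galanin with DMSO and 100% = forskolin alone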
Target sequence (O60755 1-299 limits assumed): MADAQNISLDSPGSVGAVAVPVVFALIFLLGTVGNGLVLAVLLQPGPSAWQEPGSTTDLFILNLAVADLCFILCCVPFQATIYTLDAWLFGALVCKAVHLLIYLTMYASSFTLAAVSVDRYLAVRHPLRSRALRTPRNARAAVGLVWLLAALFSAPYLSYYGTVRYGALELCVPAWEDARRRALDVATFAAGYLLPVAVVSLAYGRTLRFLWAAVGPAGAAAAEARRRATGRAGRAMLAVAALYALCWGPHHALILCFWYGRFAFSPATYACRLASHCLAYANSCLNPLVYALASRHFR
* marks the source's active call; other numbers are inactive results; / = not tested or not shown. An unsorted share of the library. About 4.3% of those tested had a hit in this group.

#	Structure	DNA FID counter	OXTR ag	VIM-2 inhibitor	GPR7 antagonist	IMP-1 inhibitor	HCV NS3 hel inh	PHOSPHO1 block	V1R ag counter	GalR3 antagonist
1	COC(=O)c1ccccc1NC(=S)NC(=O)COc1ccccc1	-6.2	0.8	-2.4	-5.8	-2.6	1.4	39.9	2.1	-0.1
2	O=C(Nc1cccc(S(=O)(=O)Nc2ccc(Cl)cc2)c1)c1ccc2c(c1)OCCO2	-8.9	3.1	-0.4	-8.6	0.1	-10.3	-12.0	5.5	-1.3
3	O=C(NCc1nnc(SCC(=O)N2CCCC2)o1)c1cccc(C(F)(F)F)c1	-12.3	0.2	-1.1	-6.9	-1.3	1.0	22.2	0.9	-3.4
4	Nc1nnc(CC(=O)N/N=C\c2cc([N+](=O)[O-])ccc2O)s1	-0.2	0.5	-0.9	-4.4	-3.4	5.5	-3.4	-0.5	-2.8
5	O=C(CSc1nc2ncccc2[nH]1)c1ccc2c(c1)OCO2	0.8	-0.5	-1.1	-16.6	-3.5	-2.5	23.6	0.0	-3.3
6	CN(C)c1c(-c2ccccc2)cc(-c2ccccc2)[nH]c1=O	-3.7	/	-0.4	-11.1	-2.0	-9.0	-12.2	/	-9.3
7	CC(C(=O)N/N=C/c1ccc(N(C)C)c(Br)c1)N(c1ccccc1)S(C)(=O)=O (stereo not given)	-13.0	1.9	-3.2	5.7	-2.4	2.7	53.4	3.5	5.0
8	O=[N+]([O-])c1ccc(Sc2ncc3ccccn23)nc1	-2.1	-2.0	-0.4	-1.0	-1.9	10.2	-5.9	0.2	10.5
9	Cc1ccc(C)c(N2C(=O)CC(N3CCN(Cc4ccc5c(c4)OCO5)CC3)C2=O)c1 (stereo not given)	12.9	1.4	0.3	-7.8	-1.9	0.3	3.4	1.3	-2.8
10	CCOc1ccc(-n2c(SCC(=O)c3c(N)n(C)c(=O)n(C)c3=O)nnc2-c2cccnc2)cc1	-7.1	2.4	-1.4	-3.6	-1.3	8.8	-20.3	0.7	0.5
11	Cc1ccc(S(=O)(=O)N/N=C2/CC(c3ccccc3)Oc3ccccc32)cc1 (stereo not given)	-4.2	-2.0	-0.1	4.0	-1.9	-2.4	-1.4	1.5	-5.4
12	CC(C)(C)N1CSC(=S)N(Cc2ccccc2)C1	-9.1	0.2	-3.5	-7.0	-2.9	1.0	24.5	2.4	-1.1
13	O=[N+]([O-])c1ccc(/C=N/N=C/c2ccc([N+](=O)[O-])o2)o1	12.0	/	-0.2	3.9	-1.2	23.2	8.4	/	-2.7
14	Cc1cc(C(=O)Nc2cccc3ccccc23)co1	-5.0	-0.3	-2.4	7.3	-4.1	6.0	-2.0	-0.1	-3.1
15	O=c1cc(O)c(-c2ccccc2Cl)c(Cl)[nH]1	-4.0	-0.8	-4.1	4.7	-2.3	4.2	17.1	1.2	-0.4
16	Nc1cccc2cnccc12	11.6	-0.1	2.0	10.9	-2.4	9.3	33.8	1.1	-2.0
17	O=C(CCCN1C(=O)c2ccccc2C1=O)Nc1nc2ccccc2[nH]1	-4.7	0.2	-3.5	-12.2	-4.7	1.8	46.5	-0.9	-2.2
18	CCCCOC(=O)c1ccc(NC(=O)C(=O)NCCN(C)C)cc1	7.4	4.7	-2.8	-0.6	-3.5	-10.4	2.6	1.8	-0.7
19	N#Cc1ccc(/C=C/C(=O)c2ccc3c(c2)OCO3)cc1	-10.8	-1.3	-0.3	-11.5	-1.7	-11.8	-5.3	1.1	-0.8
20	CCCCNC(=O)C1CCCNC1=O (stereo not given)	-3.7	-0.8	-1.5	-7.7	-2.1	3.4	-4.2	0.1	-3.5
21	COC(=O)C(O)(CC(=O)Nc1ccc(C)c(F)c1)C(F)(F)F (stereo not given)	0.3	1.1	-0.2	5.3	-0.9	-2.9	17.9	-0.5	-4.8
22	CC(Cc1cccs1)NC(=O)CCCn1nnnc1CN1CCOCC1 (stereo not given)	-2.9	0.0	-1.2	-2.7	-1.3	-3.0	13.7	1.0	-4.0
23	CCCCCC/C(C)=C1/SC(=S)NC1=O	-4.5	5.2	-5.3	-6.7	-2.6	39.8*	24.4	5.7	-3.3
24	CC(=O)Nc1ccc(/C=N/Nc2nc3ccccc3[nH]2)cc1	10.4	0.0	-3.9	-6.3	-5.3	5.1	-51.7	-0.5	-1.1
25	Clc1ccccc1OCCn1nnc2ccccc21	-16.0	-1.2	2.6	0.6	-0.5	20.2	13.5	1.1	-10.5
26	O=C(NC1CCCCC1)C(=S)N1CCCC1	-1.6	0.0	-3.3	-4.2	-2.5	8.7	16.1	0.7	-5.7
27	Cc1ccc(C2CC(=O)C(C=NCCN3CCN(CC(=O)Nc4cc(C)cc(C)c4)CC3)=C(O)C2)cc1 (stereo not given)	-9.7	/	-1.8	-13.9	-1.3	-5.2	21.5	/	-3.1
28	CC(C)(C)c1ccc(C2=NC(=O)C(CC(=O)O)S2)cc1 (stereo not given)	-5.1	0.3	-1.5	4.9	-2.5	10.6	4.1	-0.2	-0.8
29	Cc1ccc(C)c(N2CCN(C(=O)c3ccc(Cn4c(=O)[nH]c5ccccc5c4=O)cc3)CC2)c1	-33.3	3.9	-1.7	6.9	-1.0	-26.6	23.3	2.9	-5.2
30	C=CCOc1ccccc1/C=c1\sc2nc(-c3oc4ccccc4c3C)nn2c1=O	-14.8	-0.4	0.1	-5.5	0.1	22.5	/	-0.3	-2.7
31	CCOc1cccc(N(C(=O)CNC(=O)c2ccco2)C(C(=O)NCC2CCCO2)c2ccccc2)c1 (stereo not given)	-37.2	3.2	1.4	-13.1	0.3	-2.1	49.4	2.5	-4.6
32	Cc1cc(C)c2c(n1)nn1c(C)c(CCC(=O)NCc3ccco3)c(C)nc21	-20.2	-1.1	3.1	-14.8	-0.7	12.6	2.1	-0.6	4.2
33	Cc1cc(C)cc(NC(=O)COC(=O)CCCC2=NS(=O)(=O)c3ccccc3N2)c1	-16.8	-1.4	-1.5	-4.7	-2.6	2.5	-3.0	0.0	-1.8
34	COc1ccc(Oc2nccc(-c3ccccc3)c2C#N)cc1	-5.2	-1.9	-2.9	17.5	-2.8	-5.5	-22.9	1.1	-0.8
35	O=C(Nc1ccnn1C1CCN(CCCc2ccccc2)CC1)c1cccc(F)c1	11.3	1.4	-2.1	12.7	-1.5	-10.9	0.4	1.5	1.6
36	CC(=O)OCCc1[nH]c2ccccc2c1C	-21.3	0.0	-0.2	-5.6	-2.3	52.4*	-1.7	1.4	-2.5
37	c1ccc(-c2cc3c(N4CCOCC4)ncnc3s2)cc1	-15.4	-2.3	0.3	-4.3	-0.7	2.2	-1.5	-1.0	2.2
38	Cc1nnc(SCCn2c(N3CCN(C)CC3)nc3c2c(=O)[nH]c(=O)n3C)s1	-5.7	0.2	-4.5	1.9	-4.5	4.6	-5.4	-0.3	-1.0
39	CC1CCC(NC(=O)CCS(=O)(=O)c2ccc3c(c2)CC(C)N3C(=O)C2CC2)CC1 (stereo not given)	-39.0	-0.4	-1.8	-7.6	-0.3	10.9	14.4	1.0	1.6
40	N#C/C(=C\c1ccc(OCc2ccc(F)cc2)cc1)C(=O)Nc1cccc(C(=O)O)c1	-4.0	-1.8	-3.4	-8.2	-1.8	10.3	39.0	0.0	2.1
41	CCCn1c(SCC(=O)Nc2ccc(C(=O)Nc3ccccc3OC)cc2)n[nH]c1=O	-12.8	-0.6	-2.7	2.2	-3.3	3.8	-32.7	0.0	-5.6
42	CCOc1ccc(NC(=O)N(CCCN2CCOCC2)Cc2cccnc2)cc1	0.5	0.2	0.4	-5.0	-2.2	6.3	-13.3	0.8	1.6
43	O=C(Cn1cnc(S(=O)(=O)N2CCCC2)c1)Nc1ccc(OC(F)(F)F)cc1	-13.2	0.6	-0.7	-11.0	-4.9	-1.2	31.5	1.2	-7.7
44	O=C(Cn1cccc1)NCc1cccs1	7.7	-0.3	-1.6	-6.0	-3.1	2.8	8.5	1.3	-3.2
45	Cc1ccc(NCC(O)C(O)C(O)CO)cc1C (stereo not given)	-3.3	-0.1	-0.6	-5.7	-2.5	-3.4	-3.2	-0.1	-5.3
46	Cc1ccc(S(=O)(=O)N(C)C)cc1NC(=O)C1CCC1	-2.7	0.4	-2.7	-11.8	-2.0	-1.1	50.8	1.1	-1.1
47	CCc1cccc(C)c1NC(=S)N(CCN(C)C)C(C)c1cccnc1 (stereo not given)	-1.2	0.6	0.2	-3.4	-0.1	3.4	-0.6	1.3	-2.6
48	CCN(CC)c1ccc(/C=N/NC(=O)c2nnn(-c3nonc3N)c2C(C)C)c(O)c1	-2.0	-1.1	-1.6	-18.8	1.8	28.7	10.0	-0.7	-2.3
49	Cc1ccc(S(=O)(=O)NC(C)CCc2ccccc2)cc1 (stereo not given)	-17.2	-2.0	0.5	0.9	-0.7	-13.1	3.2	-1.2	5.8
50	Cc1ccc(/C=C/c2ccc3cccc(O)c3n2)s1	-13.7	-0.2	-1.1	2.0	-2.5	49.5*	30.4	-0.9	-9.0
51	O=C(CN(C(=O)c1csnn1)c1ccc2c(c1)OCCO2)NCc1ccccc1	-14.7	0.1	-4.0	-4.7	-1.3	7.2	47.4	2.0	-10.6
52	O=C(Nc1ccccc1Oc1cccnc1)C1CCCN(Cc2ccccc2O)C1 (stereo not given)	7.3	2.8	-4.6	-3.4	-3.7	11.5	56.2	1.1	-8.9
53	Cc1oncc1-c1cn2ccccc2n1	-1.0	0.1	2.8	-6.4	-3.0	3.4	1.0	0.9	-3.8

Copied from the list:
Under OXTR ag, O=C(NC1CCCCC1)C(=S)N1CCCC1 has the entry 0.0
Under IMP-1 inhibitor, Cc1cc(C)cc(NC(=O)COC(=O)CCCC2=NS(=O)(=O)c3ccccc3N2)c1 has the entry -2.6

From PubChem
